Compound activity from PubChem.
mIDH1 inhibitor: inhibitors of human mutant IDH1 R132H; IDH1-R132H enzyme, NADPH consumption, diaphorase/resazurin fluorescence; Potency, µM (titrated, usually from 76.6 µM), inactives show at the top dose activity change, negative = inhibition, actives largely listed as inhibitors; 390,000 tested, 0.093% active; AID 602179; also: % is scaled to controls: 0 for no effect and ±100 for the full control effect; nearly all actives have a fitted effect of over 65% in size
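IDH1-R132H (0.5 ug/mL dispensed) in pH 7.5 Tris buffer was preincubated 30 min with compound, then given a substrate mix of 0.016 mM NADPH and 2 mM alpha-KG for 80 min at room temperature; remaining NADPH was read by diaphorase/resazurin fluorescence.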
RGS4 inh: human RGS4 inhibition. Potency, µM (titrated, usually from 114 µM), for the others: at the highest dose activity change, negative = inhibition, hits mostly inhibitors. 390,000 tested, 0.039% active. P49798. AID 504845. Transcreener GDP fluorescence polarization, RGS4-accelerated GTP hydrolysis; also: % is scaled to controls: 0 for no effect and ±100 for the full control effect; nearly all actives have a fitted effect of over 75% in size; some results filed as inactive show a strong effect at the top dose
Target sequence (P49798 whole entry, looked up): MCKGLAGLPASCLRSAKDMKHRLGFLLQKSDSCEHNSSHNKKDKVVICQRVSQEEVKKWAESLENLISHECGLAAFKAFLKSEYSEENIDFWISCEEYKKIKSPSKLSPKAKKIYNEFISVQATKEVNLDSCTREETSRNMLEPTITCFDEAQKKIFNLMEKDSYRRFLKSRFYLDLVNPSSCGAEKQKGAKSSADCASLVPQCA
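MLSMR compounds (23 nl, pin-transferred) preincubated 10 min at room temperature with a 500nM (2x) first reagent, then RGS4 at 900nM (2x) plus Transcreener GDP mix added; fluorescence polarization (620/688 nm) read before and after 90 min at 30 °C.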
TrxR1 substrate: is turned over as a substrate by rat TrxR1; purified TrxR1 substrate turnover, NADPH consumption readout; Potency, µM (top dose mostly 114 µM), without a hit: at the top dose activity change, negative = substrate turnover; 390,000 tested, 0.01% active; AID 588456; also: % is scaled to controls: 0 for no effect and ±100 for the full control effect; nearly all actives have a fitted effect of over 50% in size
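Rat TrxR1, dispensed at 90 nM, was prereduced with 400 uM NADPH (final) for 5 min at ~22 deg C, then incubated with compound 15 min before 400 uM selenite. A first-read NADPH fluorescence drop versus no-compound background flagged substrates.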
rTrxR1 inhibitor: inhibitors of rat thioredoxin reductase 1; O89049; recombinant rTrxR1, NADPH fluorescence consumption, selenite substrate; Potency, µM (titrated, usually from 114 µM), inactives show at the highest dose activity change, negative = inhibition, hits mostly inhibitors; 390,000 tested, 1% active; AID 588453; also: % is scaled to controls: 0 for no effect and ±100 for the full control effect; nearly all actives have a fitted effect of over 65% in size
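Rat TrxR1 (90 nM in the dispensed reagent) was pre-reduced with 400 uM NADPH for 5 min at room temperature, then incubated with compound for 15 min. After 400 uM selenite was added, NADPH fluorescence (Ex 340/Em 450 nm) was followed for 8 min.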
RXFP1 ag: agonists of human relaxin receptor RXFP1 | Potency, µM (highest dose often 57.5 µM), for inactives: at the top dose activation, actives largely listed as activators | 370,000 tested, 0.3% active | HEK293T-RXFP1 cAMP TR-FRET, 30 min; response scale: percent of porcine relaxin response, buffer zero | Q9HBX9; also: % is scaled to controls: 0 for no effect and ±100 for the full control effect; nearly all actives have a fitted effect of over 60% in size; many of its hits are not listed in these tables
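Agonist response is measured as cAMP accumulation in an RXFP1-transfected HEK293T line under PDE4 inhibition. Values are scaled between buffer-only and 29 nM porcine relaxin, and EC50s come from standard Hill equation fits.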
ALOX12 inh: blocks human arachidonate 12S-lipoxygenase; P18054; purified 12hLO, xylenol orange hydroperoxide absorbance; Potency, µM (doses to about 108 µM), inactives show at the top dose activity change, negative = inhibition, most hits filed as inhibitors; 580,000 tested, 1.1% active; also: % is scaled to controls: 0 for no effect and ±100 for the full control effect
Target sequence (P18054 whole entry, looked up): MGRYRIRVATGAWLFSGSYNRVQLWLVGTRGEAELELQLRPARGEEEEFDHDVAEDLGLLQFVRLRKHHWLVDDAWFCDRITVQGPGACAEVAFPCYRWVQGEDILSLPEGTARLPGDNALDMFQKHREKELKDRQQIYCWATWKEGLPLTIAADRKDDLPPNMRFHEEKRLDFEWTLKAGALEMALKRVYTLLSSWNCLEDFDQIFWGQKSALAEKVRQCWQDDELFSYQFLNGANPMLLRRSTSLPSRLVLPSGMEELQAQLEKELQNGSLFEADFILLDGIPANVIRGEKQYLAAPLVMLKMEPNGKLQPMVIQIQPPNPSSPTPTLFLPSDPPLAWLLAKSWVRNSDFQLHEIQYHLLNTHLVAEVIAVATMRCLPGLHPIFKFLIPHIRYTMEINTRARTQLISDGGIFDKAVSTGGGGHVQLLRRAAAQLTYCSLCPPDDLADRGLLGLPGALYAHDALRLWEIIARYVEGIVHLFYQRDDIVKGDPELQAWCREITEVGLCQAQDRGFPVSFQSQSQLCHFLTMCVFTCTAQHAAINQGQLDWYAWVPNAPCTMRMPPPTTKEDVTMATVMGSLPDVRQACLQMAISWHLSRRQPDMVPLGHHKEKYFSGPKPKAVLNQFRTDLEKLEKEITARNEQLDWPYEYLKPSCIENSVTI
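Hydroperoxide product was detected by ferrous iron/xylenol orange as the 573 to 405 nm absorbance ratio. Arachidonic acid at 40 uM (final) was turned over for 30 min at room temperature by 150 nM human 12hLO, pH 7.0 Hepes buffer, after 15 min compound preincubation.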
USP1-UAF1 inh: inhibitors of human USP1/UAF1 deubiquitinase; O94782; Potency, µM (doses to about 57.1 µM), for the others: top-dose activity change, negative = inhibition, hits mostly inhibitors; 390,000 tested, 0.23% active; AID 743255; recombinant USP1/UAF1, Ub-Rhodamine cleavage fluorescence; also: % is scaled to controls: 0 for no effect and ±100 for the full control effect; nearly all actives have a fitted effect of over 60% in size; inactives centre near -12
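Step one: compound is pinned into 1nM USP1/UAF1 in HEPES pH 7.8 buffer with TCEP. Step two: 15 min room-temperature incubation. Step three: Ub-Rho (150nM final) starts cleavage, tracked by fluorescence over six one-minute reads.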
Vif-APOBEC3G blk: blocks the Vif interaction with human APOBEC3G; Q9HC16; HeLa A3G-eYFP + Vif (tagged APOBEC3G with the HIV-1 protein that degrades it), YFP fluorescence, overnight; Potency, µM (series often up to 46.1 µM), for inactives: top-dose activity, negative = active, most hits filed as inhibitors; 410,000 tested, 0.076% active;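 also: % is scaled to controls: 0 for no effect and ±100 for the full control effect; nearly all actives have a fitted effect of over 60% in size; hits raise eYFP signal because A3G escapes Vif-driven loss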
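Read-out is eYFP fluorescence (Ex 488/Em 500-530) from Vif-expressing HeLa A3G-eYFP cells; more signal means A3G escaped Vif-mediated degradation. Cells plated overnight, compound pinned in, incubated overnight at 37 deg C.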
Vif-A3F inh: blocks the Vif interaction with APOBEC3F | AID 602313 | Potency, µM (titrated, usually from 46.1 µM), for the others: top-dose activity, negative = active | 390,000 tested, 0.2% active | HeLa A3F-eYFP + Vif (tagged APOBEC3F with the HIV-1 protein that degrades it), YFP fluorescence increase; also: % of control where 0% means no effect; nearly all actives have a fitted effect of over 65% in size
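HeLa cells stably expressing Vif plus C-terminally eYFP-tagged A3F were seeded, incubated overnight at 37 deg C, dosed with compound, incubated overnight again at 37 deg C. Yellow fluorescence (Ex 488/Em 500-530) reported blocked Vif-mediated A3F-eYFP degradation.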
* marks the source's active call; other numbers are inactive results; ? = inconclusive; nt = no result given; & = joins results of further samples; [ ] = remark or other dose. Calls follow the shape of the dose curve; as a rule, active = well fitted curve in the direction sought with a large enough effect; inconclusive = small, poorly fitted or top-dose-only effect, or another doubt; inactive = no such curve, though single readings can be large; an effect the other way counts as inactive or inconclusive. Potency is read from the fitted curve at half-maximal effect. An excerpt; the hit share may differ from the screen's.

Values run as follows: mIDH1 inhibitor	RGS4 inh	TrxR1 substrate	rTrxR1 inhibitor	RXFP1 ag	ALOX12 inh	USP1-UAF1 inh	Vif-APOBEC3G blk	Vif-A3F inh
> COc1cccc(CNC(=O)c2ccc(CN3CC(=O)N4CCCCC4C3=O)cc2)c1 (stereo not given)
  -6.6%	-1.3%	6.9%	16.8%	-2.5%	-1.9%	-6.8%	-3.3%	-2.9%
> O=[N+]([O-])c1cccc(NN=Nc2ccccc2)c1
  -5.2%	36.4%	-4.6%	1.3%	1.4%	15.8µM*	-14.6%	-5.3%	3.6%
> Cc1csc(=O)n1CC(=O)OCC(=O)Nc1ccc(C(N)=O)cc1
  4.6%	-15.6%	8.7%	16.2%	1.9%	3.5%	-12.3%	0.2%	-6.4%
> COc1ccc(NC(=O)CCC(=O)OCC(=O)c2ccc(Oc3ccc([N+](=O)[O-])cc3)cc2)cc1
  -3.0%	-28.0%	12.6%[57.1 µM]	26.2%[57.1 µM]	3.4%	3.0%	-13.0%	0.6%	-1.8%
> COc1cc(NC(=O)c2cc(CC(C)C)on2)c(OC)cc1Cl
  -7.9%	-1.8%	4.7%[57.1 µM]	8.1%[57.1 µM]	0.1%	26.3%[57.4 µM]	-3.3%	-1.4%	-4.8%
> O=C(CCC(=O)OCC(=O)c1ccc(C(F)(F)F)cc1)OCC(=O)c1ccc(C(F)(F)F)cc1
  0.2%	1.9%	-0.3%[57.1 µM]	1.5%[57.1 µM]	-2.0%	187.4%[activator]	-17.9%	0.5%	12.3%
> Cc1c(NS(=O)(=O)c2cccc(C(=O)OCC(=O)N(C)C3CCCCC3)c2)c(=O)n(-c2ccccc2)n1C
  26.4%	36.0%	9.9%	40.8%	0.8%	-20.3%	-8.7%	3.3%	16.2%
> COc1cc(CCC(=O)Nc2ccc(S(=O)(=O)N3CCCC3)cc2)cc(OC)c1OC
  -10.1%	-9.9%	-1.4%	16.3%	-0.4%	?	-10.4%	1.2%	5.2%
> CCCOC(=O)c1c(NC(=O)c2cnn3c2NC(c2ccccc2)CC3C(F)(F)F)sc2c1CCCC2 (stereo not given)
  2.6%	-20.7%	5.1%	-14.0%	0.0%	-4.9%	-7.9%	0.5%	8.0%
> C=CCn1c(Br)nc2c1c(=O)n(C)c(=O)n2C
  0.5%	-14.9%	2.3%	18.1%	3.8%	?	-2.9%	-0.4%	-6.4%
> Cc1ccc(CNc2ccc(-c3nc(C(C)C)no3)cc2[N+](=O)[O-])cc1
  4.7%	5.1%	0.4%	16.2%	10.5%	-4.7%	?	0.0%	-0.5%
> COc1ccccc1-c1nn2c(=O)cc(CN3CCN(S(=O)(=O)c4ccc(C)cc4)CC3)nc2s1
  1.6%	6.3%	8.1%[57.1 µM]	20.8%[57.1 µM]	-0.8%	-7.3%	-19.0%	-6.3%	-2.7%
> Cc1ccc(NC(=O)C(C)Sc2nnc(C)n2C2CC2)cc1S(=O)(=O)N1CCOCC1 (stereo not given)
  -8.8%	7.2%	1.2%	23.9%	1.4%	?	-25.0%	1.4%	-0.6%
> O=C(Nc1cccc(S(=O)(=O)N2CCCC2)c1)c1ccco1
  -7.0%	14.3%	-7.8%	14.3%	nt	0.0%	-0.9%	0.1%	-4.5%
> COc1ccc(N2C(=O)C3C4c5ccccc5C(C=Nc5ccc(C)cc5C)(c5ccccc54)C3C2=O)cc1 (stereo not given)
  -8.3%	-25.2%	-4.1%[57.1 µM]	6.3%[57.1 µM]	nt	-3.0%	-4.8%	-0.1%	-8.8%
> COCC(=O)Nc1nc2n(n1)C(c1ccccc1Cl)CC(c1ccc(OC)cc1)N2 (stereo not given)
  -3.9%	3.3%	49.0%[activator]	?	0.5%	6.4%	-10.5%	-3.7%	0.1%
> CCOC(=O)CNC(=O)C(CC(N)=O)NC(=O)OC(C)(C)C (stereo not given)
  2.4%	-14.1%	6.3%	17.5%	0.1%	163.4%[activator]	-18.2%	-0.1%	-12.1%
> CC(=O)N1CC[n+]2c(-c3ccc(Cl)cc3)csc21
  2.1%	-59.6%[11.4 µM]	-15.0%	32.1%	-0.5%	?	-19.1%	0.4%	0.7%
> COc1cccc(NC(=O)Cn2nc(-c3ccncc3)ccc2=O)c1
  -4.2%	-3.9%	-0.7%[57.1 µM]	15.7%[57.1 µM]	0.0%	-3.9%	?	2.8%	0.6%
> C/C(=N\Nc1ccc(C(=O)O)cc1)c1ccc(-n2ccnc2)cc1
  0.9%	-28.9%	-2.9%[57.1 µM]	8.9%[57.1 µM]	-5.5%	56.3%[activator]	-25.9%	1.7%	-16.6%
> CC(=O)Nc1cccc(-n2cc3c(c2-c2ccccc2Cl)c(=O)n(C)c(=O)n3C)c1
  ?	-1.8%	39.8%[activator]	19.7%	1.9%	-25.0%	25.8%	-9.5%	-5.1%
> CNC(=O)C1CC(=O)N(Cc2ccc3c(c2)OCO3)C(=Nc2ccc(F)cc2)S1 (stereo not given)
  1.8%	-2.9%	-1.2%[57.1 µM]	11.6%	0.0%	-26.9%[57.4 µM]	5.1%	-1.7%	-1.4%
> CSc1nnc2c(n1)c(C)nn2-c1ccc(C)cc1
  13.9%	-33.5%	-11.0%	-12.8%	-1.2%	-16.0%	-1.7%	-1.3%	6.5%
> COc1cc(NC(=O)C2CC3CCC2C3)c(OC)cc1Cl (stereo not given)
  11.6%	-20.2%	-16.1%[57.1 µM]	22.3%[57.1 µM]	nt	139.3%[activator]	-0.2%	-6.7%	4.4%
> Cc1ccc(CN2CCN(/N=C/c3ccc(C(F)(F)F)cc3)CC2)c(C)c1
  7.7%	-52.1%	-5.8%	1.8%	2.1%	-16.3%	-10.7%	-0.9%	6.5%
> O=C(Cn1sc2ccccc2c1=O)Nc1ccccc1
  6.6%	nt	nt	nt	nt	0.891µM*	-6.4%	-1.7%	0.9%
> CCCN1CCN(CC(O)COC(c2ccc(OC)cc2)c2ccc(OC)cc2)CC1 (stereo not given)
  3.1%	-13.3%	11.9%[57.1 µM]	21.0%[57.1 µM]	7.4%	?	-3.2%	-0.9%	5.4%
> COc1ccc(C(CCN)c2ccc3c(c2)OCO3)cc1 (stereo not given)
  -5.4%	-10.0%	5.5%[57.1 µM]	-2.9%[57.1 µM]	5.1%	17.9%	-16.7%	-0.8%	-7.8%
> Cc1ccc(/C=C2\SC(=S)N(CCC(=O)NNC(=O)c3ccccc3O)C2=O)cc1
  -10.0%	1.6%	-1.0%	19.1%	1.0%	-6.3%	-8.8%	0.8%	-6.3%
> CCC(NC(=O)Nc1ccc(OC)c(OC)c1)c1c(-n2cccc2)sc2c1CCN(C)C2 (stereo not given)
  -14.0%	6.8%	-1.3%	23.7%	0.5%	?	?	4.5%	0.7%

Values run as follows: mIDH1 inhibitor	RGS4 inh	TrxR1 substrate	rTrxR1 inhibitor	RXFP1 ag	ALOX12 inh	USP1-UAF1 inh	Vif-APOBEC3G blk	Vif-A3F inh
> Cc1ccc(CNC(=O)Cn2c(=O)c3sccc3n(Cc3ccc([N+](=O)[O-])cc3)c2=O)cc1
  -3.0%	?	2.3%	4.1%	1.7%	-28.3%	-6.2%	-7.3%	5.0%
> Cc1ccc(-c2cc(C(F)F)n3ncc(C(=O)N4CCN(c5cccc(C)c5C)CC4)c3n2)cc1
  2.1%	-37.5%	5.4%	15.6%	1.5%	-7.3%	-3.7%	6.5%	-1.7%
> COCCn1c(C)cc(O)c(C(c2ccccc2Cl)N2CCCCC2)c1=O (stereo not given)
  14.0%	-14.7%	3.3%[57.1 µM]	-19.5%[57.1 µM]	3.0%	4.5%	-0.4%	0.6%	-6.6%
> Cc1cccc(NC(=O)C2CCCN2C(=O)Oc2ccccc2)c1C (stereo not given)
  1.4%	21.2%	3.2%[57.1 µM]	8.5%[57.1 µM]	-1.3%	2.3%	-14.0%	1.1%	-2.2%
> Cc1ccc(Nc2nc3ccc(Cl)cc3n3cnnc23)cc1F
  -2.1%	11.9%	10.2%[57.1 µM]	19.6%	5.1%	36.2%[activator]	-6.4%	-7.3%	?
> Nc1nc2n[nH]nc2c(=O)[nH]1
  0.9%	6.2%	4.8%[57.1 µM]	1.3%[57.1 µM]	nt	6.2%&2.2%	-4.4%	?	-6.1%
> CCOc1ccc(NC(=O)CNc2ccc(C)cc2Cl)cc1
  7.9%	14.5%	-9.5%	5.5%	0.1%	-32.8%	-16.4%	-9.9%	0.3%
> N#CC1=C(N)Oc2c(ccc3ccccc23)C1c1ccsc1 (stereo not given)
  1.8%	-18.9%	-5.0%	?	2.3%	-25.1%	-16.3%	?	-31.9%
> O=C(Cc1ccc(-c2ccccc2)cc1)NC(c1ccccc1)c1ccccc1
  -0.9%	-26.2%	9.3%[57.1 µM]	16.4%[57.1 µM]	2.7%	-22.7%	?	-6.8%	-3.9%
> COc1cc(SC)ccc1C(=O)Nc1ccc2ncccc2c1
  11.6%	?	4.0%	4.9%[57.1 µM]	11.3%	0.0%	-21.6%	-4.8%	-0.5%
